Screening results from PubChem.
AID2073 = disruptors of CaV2.2 binding to Mint1 – biochemical, HTRF (AID 2073). HTRF protein-protein interaction, Mint1-CaV2.2; higher % means a stronger effect. inhibition, % at 20 µM, or IC50 in µM where a hit was titrated. hit rate 0.19% among 290,000; in the data active = inhibition mostly above about 51%, no sharp cut-off; inconclusive = no clear call, values can overlap the other calls; inactive = mostly below about 53%; also: some results filed as inactive read as strong as hits
West Nile virus CPE = inhibition of WNV-induced cytopathic effect – cell-based, CPE readout (AID 1621). West Nile virus-infected cells, CPE inhibition; higher % means a stronger effect. hit rate 0.02% among 290,000. one-dose CPE inhibition, % at 10 µM; IC50 in µM for titrated hits; in the data active = a potency from the dose series; inconclusive = CPE inhibition mostly from about 3.7% at the one dose, without a potency; inactive = the rest, 99 in 100 with CPE inhibition below about 2.2%; also: strong numbers were not always called active
Dengue-2 NS5 capping = Dengue-2 NS5 methyltransferase inhibitors, primary screen, biochemical, confirmation dose response (AID 588689); inhibition, % at 25 µM, or IC50 in µM where a hit was titrated; Dengue-2 NS5 methyltransferase capping enzyme assay, biochemical; higher % means a stronger effect; hit rate 0.3% among 340,000; in the data active = a potency from the dose series; inconclusive = inhibition above about 29% without an active follow-up result
Siah-1 displacement = Siah-1 peptide-binding antagonists, primary screen, biochemical, fluorescence polarization, rhodamine-plectin, uHTS (AID 1817). Siah-1 / rhodamine-plectin peptide fluorescence polarization; higher % means a stronger effect. displacement, % at 20 µM, or IC50 in µM where a hit was titrated. hit rate 0.02% among 290,000;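 active = displacement of at least 50% at 20 µM, with a fluorescence ratio check between 0.3 and a set limit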;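 also: plate controls were Siah plus tracer with DMSO for no effect and tracer alone without Siah for full effect; strong numbers were not always called active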
MgcRacGAP inhibition = MgcRacGAP GTPase-activating activity inhibitors, confirmation, biochemical, ADP Hunter fluorescence | inhibition, % at 30 µM, or IC50 in µM where a hit was titrated | AID 624330 | MgcRacGAP-stimulated Rac1 GTP hydrolysis, ADP Hunter fluorescence; higher % means a stronger effect; GST-tagged Rac1 F28L mutant substrate | hit rate 0.6% among 340,000;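 active = first-screen hits whose inhibition reached a set limit at any dose in the follow-up dose series; inconclusive = inhibition above the set first-screen limit but never retested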;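 also: fluorescence reports GDP produced by GAP-driven GTP hydrolysis; strong numbers were not always called active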
UTI89 phage lysis = protection from phage-mediated lysis, alamar blue read-out – E. coli UTI89, K1F phage, bacterial capsule biogenesis inhibitors (AID 488966) | E. coli UTI89 K1F phage lysis, alamar blue, 2 h; higher % means a stronger effect | inhibition, % at 100 µM, or IC50 in µM where a hit was titrated | hit rate 0.02% among 340,000;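 active = phage lysis inhibition, versus mean bacterial control, above a set limit; inconclusive = no clear call, values can overlap the other calls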;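 also: capsule biogenesis inhibitors block K1F phage lysis so surviving cells raise fluorescence; higher fluorescence means more inhibition of phage lysis; actives were called in the ten point dose series up to 300 µM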
Large T inhibition = TAg ATPase/helicase activity blockers – biochemical (AID 1903); one-dose inhibition, % at 20 µM; IC50 in µM for titrated hits; SV40 large T antigen ATPase/helicase inhibition assay; higher % means a stronger effect; hit rate 0.39% among 310,000; in the data active = a potency from the dose series; inconclusive = inhibition mostly from about 32% at the one dose, without a potency; inactive = the rest, 99 in 100 with inhibition below about 32%; also: strong numbers were not always called active
NTR1 agonist = agonists of NTR1, primary screen, imaging, U2OS cells, beta-arrestin-GFP, high content (AID 493036). NTR1-U2OS beta-arrestin-GFP spot imaging, agonist mode. hit rate 0.17% among 330,000. activation, % at 20 µM;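 active = activation at or above 40% of the spot to cytoplasm intensity ratio, with at least 20 cells analyzed; inconclusive = wells under 20 cells, flagged as cytotoxic or low count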;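 also: 0% = DMSO without peptide and 100% = 100 nM NTR1 peptide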
Target sequence (P30989 whole entry, looked up): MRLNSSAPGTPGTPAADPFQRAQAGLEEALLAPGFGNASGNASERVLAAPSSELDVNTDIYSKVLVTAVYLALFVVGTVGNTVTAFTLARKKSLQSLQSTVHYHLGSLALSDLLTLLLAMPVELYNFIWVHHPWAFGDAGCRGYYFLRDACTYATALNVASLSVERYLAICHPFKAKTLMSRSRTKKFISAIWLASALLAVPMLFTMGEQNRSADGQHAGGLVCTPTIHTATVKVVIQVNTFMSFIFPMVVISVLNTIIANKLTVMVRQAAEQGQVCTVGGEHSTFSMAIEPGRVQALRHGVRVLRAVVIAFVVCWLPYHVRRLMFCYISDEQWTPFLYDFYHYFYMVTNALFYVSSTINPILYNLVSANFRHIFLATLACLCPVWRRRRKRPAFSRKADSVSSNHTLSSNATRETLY
RSV antiviral HEp-2 = RSV antiviral activity via CPE protection, HEp-2 cells, primary 10 µM value included (AID 2391); HEp-2 cells, RSV-induced CPE inhibition; higher % means a stronger effect; CPE inhibition, % at 10 µM, or IC50 in µM where a hit was titrated; hit rate 0.13% among 310,000; in the data active = a potency from the dose series; inconclusive = CPE inhibition mostly from about 23% at the one dose, without a potency; inactive = the rest, 99 in 100 with CPE inhibition below about 21%; also: strong numbers were not always called active
NTR1 agonist cell count 20 µM = further read-out of NTR1 agonist, marked with its call; cell count; measured here: cell count, cytotoxicity flag
Dengue-2 NS5 capping pilot replicate = further read-out of Dengue-2 NS5 capping, marked with its call; inhibition, %; measured here: pilot screen replicate inhibition
* = called active by the depositor; ? = inconclusive; / = no result given; [ ] = dose if it differs, or a comment.

SMILES	AID2073	West Nile virus CPE	Dengue-2 NS5 capping	Siah-1 displacement	MgcRacGAP inhibition	UTI89 phage lysis	Large T inhibition	NTR1 agonist	NTR1 agonist cell count 20 µM	RSV antiviral HEp-2	others
Cn1c(=O)n(C)c2cc(/C=N/n3cnnc3)ccc21	9%	0.0%	-1%	-6%	14%	-0.1%	20%	-0.6	90	0.4%
O=C(NCN1CCCCC1)c1cccnc1	0%	0.5%	-3%	2%	9%	0.3%	8%	-1.1	88	1.6%
COc1ccc(Nc2nnc(SCC(=O)N3CCCC3)s2)cc1	-5%	/	-7%	2%	4%	0.7%	3%	0.3	56	3.6%
NC(=O)COC(=O)c1c2c(nc3ccccc13)CCC2	45%	1.2%	2%	44%	13%	0.2%	12%	-0.7	40	2.3%
Cc1ccc(-n2nc(C)c(C3(O)C(=O)N(C(C)C)c4ccccc43)c2N)cc1 (stereo unspecified)	-1%	1.1%	4%	-3%	3%	5.2%	3%	-0.5	51	2.1%
CCOc1ccc(CNS(=O)(=O)c2ccc3c(c2)CC(=O)N3C)cc1	5%	-0.2%	-3%	2%	4%	0.4%	12%	0.6	62	2.4%
COc1cccc(NC(=O)Nc2nc(SC(C)(C)C)ns2)c1	18%	?	0%	5%	12%	0.4%	8%	33	52	3.4%
O=C1CC(N2CCCCCC2)C(=O)N1c1ccc(F)cc1 (stereo unspecified)	1%	0.4%	-15%	0%	1%	-1.0%	9%	1.3	69	1.2%
CC(C)COc1ccc(-c2nnn(CC(=O)N3CCCC3)n2)cc1	-6%	-1.0%	-3%	4%	4%	0.4%	11%	-1.7	49	7.7%	Dengue-2 NS5 capping pilot replicate=0.9
Cc1cccc(NC(=O)c2ccc(NC(=O)c3ccccc3Br)cc2)c1	9%	0.7%	4%	-4%	-3%	0.2%	5%	3.7	69	17%
Cc1cc(NC(=O)C2CC(c3ccc(Cl)cc3)=NO2)no1 (stereo unspecified)	-5%	0.0%	-8%	-1%	10%	2.5%	-2%	-1.9	58	-0.4%
CN1c2ccccc2Oc2c(c(=O)n(C)c(=O)n2C)C1c1cccc([N+](=O)[O-])c1 (stereo unspecified)	-2%	0.0%	-3%	0%	5%	-0.5%[50 µM]	13%	1.0	66	6.0%
COc1ccccc1NC(=O)CCc1nc(-c2cccs2)no1	-3%	/	-5%	3%	10%	2.5%	4%	-6.1	77	2.1%
N/C(=N\OC(=O)c1ccc2c(c1)OCO2)c1cccnc1	4%	-0.6%	-15%	5%	-3%	0.6%	12%	-0.3	86	4.9%
Cc1ccc(-n2ncc3c(=O)n(CC(=O)NC4CCCC4)cnc32)cc1C	2%	-0.3%	-8%	0%	14%	0.2%	3%	-0.2	42	2.7%
Cc1ccc(C)c(OCC(=O)N2CCOCC2)c1	-2%	0.0%	1%	-2%	2%	-1.6%	-1%	-1.3	80	3.0%
CCOC(=O)N1CCC(NC(=O)c2ccc(CS(=O)c3cccc(C)c3)o2)CC1 (stereo unspecified)	4%	-0.4%	1%	8%	6%	0.4%	2%	0.3	47	4.5%
COc1ccc2cc(-c3[nH]ncc3CN3CCCN(c4ccccc4)CC3)ccc2c1	12%	-0.3%	-4%	1%	-2%	0.2%	65%	4.3	106	5.2%
CC(C)c1ccc(S(=O)(=O)N2CCN(CC(=O)c3ccc(O)c(O)c3)CC2)cc1	-44%	0.8%	-7%	-3%	15%	2.3%	24µM*	-0.3	61	0.6%
O=C(c1c[nH]c2ccc(S(=O)(=O)N3CCOCC3)cc2c1=O)N1CCCC1	12%	0.0%	-1%	3%	7%	-0.8%	7%	0.7	45	/

The list goes on; the last two above are carried over.
SMILES	AID2073	West Nile virus CPE	Dengue-2 NS5 capping	Siah-1 displacement	MgcRacGAP inhibition	UTI89 phage lysis	Large T inhibition	NTR1 agonist	NTR1 agonist cell count 20 µM	RSV antiviral HEp-2	others
CC(C)c1ccc(S(=O)(=O)N2CCN(CC(=O)c3ccc(O)c(O)c3)CC2)cc1	-44%	0.8%	-7%	-3%	15%	2.3%	24µM*	-0.3	61	0.6%
O=C(c1c[nH]c2ccc(S(=O)(=O)N3CCOCC3)cc2c1=O)N1CCCC1	12%	0.0%	-1%	3%	7%	-0.8%	7%	0.7	45	/
Cc1nc2ccccc2c(=O)n1NC(=O)c1ccccc1F	6%	0.7%	-5%	-6%	10%	1.7%[50 µM]	-2%	-0.4	84	3.9%
CCOC(=O)C(C)(C)Oc1cccc2c1S(=O)(=O)c1ccccc1-2	/	/	-1%	/	9%	0.1%	1%	1.9	56	3.4%
O=C(CCn1nnc2ccccc21)OCC(=O)c1ccc([N+](=O)[O-])cc1	-33%	-0.5%	6%	11%	10%	0.2%	23%	0.7	60	3.2%
CCOC(=O)c1cnc2c(C)c(Cl)ccc2c1N1CCOCC1	-2%	/	-12%	-3%	-1%	-4.1%	-1%	-1.0	97	1.2%
O=C(COC(=O)c1ccc(S(=O)(=O)Nc2ccccc2)cc1)NC1CCCC1	16%	-0.6%	-7%	6%	-3%	-0.8%	-1%	0.6	48	1.3%
CCCN1Cc2cccc(C(=O)Nc3ccc4c(c3)OCO4)c2C1=O	-2%	/	0%	0%	6%	2.2%	4%	11	50	0.3%
Nc1ncc2c(n1)CCN(c1ccc([N+](=O)[O-])cc1)C2	-37%	-0.2%	-2%	-8%	8%	1.2%	4%	0.1	77	20%
N#Cc1cc([N+](=O)[O-])ccc1NCCN1CCOCC1	-3%	-0.3%	9%	1%	14%	0.3%	-3%	-0.4	89	1.3%
CCN(CC)C(=O)COC(=O)C1CCN(S(=O)(=O)c2ccc3c(c2)OCCO3)CC1	/	/	-6%	/	0%	1.0%[50 µM]	/	-1.7	43	0.7%
Nc1c(C(=O)Nc2ccccc2F)sc2nc(Cc3ccccc3)cc(C(F)(F)F)c12	25%	0.1%	?	2%	-2%	0.7%	23%	8.6	76	1.7%
Cc1c(Cl)cccc1NC(=O)CCN1CCCCC1	-9%	-0.3%	-4%	6%	5%	1.9%	/	4.6	25	-0.1%
Cc1ccccc1N(Cc1cc(=O)[nH]c2ccccc12)C(=O)C(C)C	-3%	-0.2%	1%	-2%	-7%	-0.2%	5%	-0.7	72	4.2%
O=C(CSc1nc2ccccc2c(=O)[nH]1)NCc1ccc(Cl)cc1	6%	/	-4%	0%	15%	0.7%	8%	-1.5	49	-1.8%
COc1ccc(-c2cc(C(=O)N3CCCCCC3)no2)cc1	45%	-0.5%	-8%	11%	6%	-0.1%	1%	-0.2	47	8.9%
COc1ccc(NC(=S)N2CCN(c3ccccn3)CC2)cc1	-6%	-1.2%	-3%	7%	1%	-0.1%	10%	2.5	87	-0.4%
CS(=O)(=O)N(CC(=O)Nc1ccc(S(=O)(=O)N2CCOCC2)cc1)c1ccccc1Cl	-7%	-1.0%	3%	8%	3%	0.7%	13%	0.1	53	1.6%
N#C/C(=C\c1ccc(-c2ccccc2[N+](=O)[O-])o1)C(=O)Nc1nc(-c2cccs2)cs1	19%	-0.3%	5%	23%	10%	0.4%	3%	4.6	57	11%
CC(C)(C)c1cc(N)n(-c2ccc(C(=O)O)cc2)n1	-15%	0.1%	-5%	-3%	3%	0.7%	11%	-0.6	99	-0.4%
O=C(COC(=O)c1cc([N+](=O)[O-])ccc1N1CCOCC1)Nc1ccc(Cl)cc1	3%	-0.3%	-1%	2%	4%	0.2%	8%	0.4	54	3.0%
Cc1ccc(N(CC(=O)NCc2ccc(Cl)cc2)S(C)(=O)=O)cc1	7%	-0.1%	0%	-2%	-11%	-2.8%	-1%	-0.5	65	1.3%
Cc1ccc(CNc2nc(C)cs2)cc1	-6%	0.2%	7%	0%	-4%	-0.5%	2%	0.5	52	0.9%
CCN(CC)C(=O)c1oc2ccc(S(=O)(=O)N3CCCCCC3)cc2c1C	-1%	1.9%	-4%	-1%	-5%	0.0%	-3%	2.8	50	1.4%
COc1cccc(-n2c(SCC(=O)O)nnc2-c2cccnc2)c1	-14%	0.4%	-1%	4%	1%	4.8%	17%	-0.9	58	2.7%
CCNc1nc(NC(C)CC)nc(Oc2ccc(OCC)nn2)n1 (stereo unspecified)	-8%	-0.4%	-3%	0%	1%	0.7%	2%	-1.3	91	1.0%
CC1CCN(Cc2c(C(=O)N/N=C/c3cc(Br)ccc3O)nnn2-c2nonc2N)CC1	30%	?	-6%	-1%	5%	-1.2%	4%	0.9	38	-0.6%
COc1ccc(C2=NOC(C(=O)NCC(C)C)C2)cc1 (stereo unspecified)	0%	0.2%	-1%	-2%	-1%	10%	0%	0.3	49	0.6%
COc1cccc(-c2cc(C(=O)Nc3cccc(O)c3)no2)c1	4%	0.2%	-1%	0%	3%	0.1%	3%	-0.1	90	6.5%
COC(=O)c1c(NC(=O)CN2CCN(S(=O)(=O)c3ccccc3)CC2)sc2c1CCC(C)C2 (stereo unspecified)	33%	-0.1%	/	0%	/	/	11%	5.3	53	2.2%
CC(=O)c1cccc(NC(=O)c2ccc3c(Cl)c4c(nc3c2)CCCC4)c1	27%	-0.2%	-2%	3%	11%	2.6%[50 µM]	4%	13	55	0.8%
O=C(CN(Cc1ccc(Br)cc1)S(=O)(=O)c1ccccc1)NCc1ccncc1	7%	-1.2%	-6%	-4%	-2%	1.1%	0%	0.1	78	0.3%
CCOc1cc(S(=O)(=O)NCc2ccccc2)ccc1F	-6%	-0.1%	-4%	3%	7%	0.5%	8%	0.1	40	7.3%
COC(=O)[C@@H]1C[C@@H]2CC[C@@H](O)C[C@@H]2N1Cc1ccc(OC)cc1	-5%	0.1%	-3%	5%	10%	0.0%	13%	1.1	68	2.5%
COc1ccc(CCNC(=O)COC(=O)c2cnccn2)cc1	-2%	0.4%	-4%	0%	-4%	-0.3%	1%	-1.2	40	0.6%
CCn1c(=NC(=O)C2COc3ccccc3O2)sc2c(OC)ccc(OC)c21 (stereo unspecified)	22%	-1.2%	-6%	13%	14%	0.2%	16%	16	61	11%
Cc1cc(NS(=O)(=O)c2ccc(NC(=O)c3ccc(F)cc3)cc2)nc(C)n1	/	/	3%	/	1%	0.8%[50 µM]	/	-0.8	75	/
CC(C(=O)NC1C(=O)N2C(C(=O)O)=C(CSc3nnnn3C)CSC12)n1cc(Br)cn1 (stereo unspecified)	4%	-0.1%	1%	4%	17%	-0.4%	9%	-0.3	47	7.5%
O=C(CC1C(=O)Nc2ccccc2N1CC(=O)N1CCCC1)Nc1ccc(Br)cc1 (stereo unspecified)	/	/	1%	/	9%	0.0%[50 µM]	/	-0.1	64	3.9%
